DT40 TDP1 CPT = DT40-hTDP1 cell growth loss with CPT. Potency, µM (highest dose often 46.2 µM), for the others: at the top dose activity change, negative = growth inhibition, actives largely listed as inhibitors. chicken DT40 Tdp1-/-;hTDP1 cells + 20 nM CPT, ATP luminescence, 48 h. actives 12% (n = 420,000). AID 686979; note: nearly all actives have a fitted effect of over 55% in size
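Chicken DT40 Tdp1-/- cells complemented with human TDP1, 400 cells/well, exposed to compounds plus 20 nM camptothecin for at least 48 h at 37 C; viability read as ATP content by CellTiter-Glo luminescence.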
N370S GC = inhibits or activates N370S mutant glucocerebrosidase; P04062; N370S GC spleen homogenate, 4MU-glucoside fluorescence; Potency, µM (titrated, usually from 59.4 µM), for inactives: at the top dose activity change, negative = inhibition, usual class: inhibitors; actives 0.092% (n = 330,000); AID 2101;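 note: 0% = full enzyme activity and -100% = no enzyme basal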
FEN1 inhibitor = inhibitors of human flap endonuclease 1; P39748; Recombinant FEN1 flap cleavage, fluorescence, 15 min; Potency, µM (titrated, usually from 114 µM), inactives show top-dose activity change, negative = inhibition, usual class: inhibitors; actives 0.35% (n = 390,000); note: nearly all actives have a fitted effect of over 65% in size
Target sequence (P39748 whole entry, looked up): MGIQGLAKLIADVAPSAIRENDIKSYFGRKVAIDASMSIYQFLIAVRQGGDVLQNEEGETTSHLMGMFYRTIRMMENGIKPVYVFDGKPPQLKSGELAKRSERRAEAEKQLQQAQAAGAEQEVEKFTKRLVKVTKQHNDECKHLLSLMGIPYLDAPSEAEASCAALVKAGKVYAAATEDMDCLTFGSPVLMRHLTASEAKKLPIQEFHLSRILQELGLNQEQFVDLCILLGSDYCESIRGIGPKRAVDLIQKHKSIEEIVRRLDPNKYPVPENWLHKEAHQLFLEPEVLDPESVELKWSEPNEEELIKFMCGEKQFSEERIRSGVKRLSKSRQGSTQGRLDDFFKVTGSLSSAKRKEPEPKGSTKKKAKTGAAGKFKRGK
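FEN1 at 10 nM preincubated with compounds 15 min at room temperature, then flap DNA substrate added at 50 nM final. Signal read at 0 and 15 min; concentration-response fitted with four-parameter Hill equation.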
Starred values were filed as active, the others as inactive; ? = inconclusive; nt = no result given; & = joins results of further samples. Calls come from the whole dose curve; as a rule, active = well fitted curve in the direction sought with a large enough effect; inconclusive = small, poorly fitted or top-dose-only effect, or another doubt; inactive = no such curve, though single readings can be large; an effect the other way counts as inactive or inconclusive. Unless noted, % is set by controls: 0 for no effect and ±100 for the full control effect; potency is the fitted concentration of half-maximal effect.

SMILES | DT40 TDP1 CPT | N370S GC | FEN1 inhibitor
Cc1cccc2sc(N(CCCN3CCOCC3)C(=O)CS(=O)(=O)c3ccc(F)cc3)nc12 | 1.4% | -24.9% | -19.2%
COc1ccccc1NC(=O)Nc1ccc(Cl)c(S(=O)(=O)Nc2ccccc2OC)c1 | 16.0% | 9.3% | -11.2%
Cc1ccc(CN2c3ccccc3-c3nc(SCC(=O)NCc4ccccc4)ncc3S2(=O)=O)cc1 | -18.0% | nt | 19.1%
CCN(CC)CCn1c(=N)n(CCOc2ccccc2Cl)c2ccccc21 | 3.66µM* | nt | -8.4%
COc1ccc(CNc2cccc3[nH]c(C(F)(F)F)nc23)cc1OC | ? | -0.4% | -3.5%
CN(C)c1ccc(C=NCC2COc3ccccc3O2)cc1 (configuration not stated) | 2.0% | -3.1% | -2.9%
O=S(=O)(c1ccc(Br)cc1)c1nc(-c2ccccc2)oc1N1CCOCC1 | -29.8% | 4.1% | -12.2%
NC(=O)c1cc([N+](=O)[O-])ccc1NCc1ccc(F)cc1 | -28.6% | -8.7% | -21.4%
Cc1ccc(CSc2nc3ccc(NC(=O)COc4ccccc4)cc3s2)cc1 | 14.6µM* | nt | 1.5%
Cc1ccc(NC(=O)N2C(=O)C3(OCCO3)c3ccccc32)cc1 | -15.9% | 1.2% | 1.4%
CCOc1ccc(-n2nc3c(SCCN4CCCC4)nnc(C)c3c2C)cc1 | 0.5% | ? | 1.1%
CCC(C)c1ccc(NC(=O)c2cccnc2)cc1 (configuration not stated) | ? | -0.2% | -19.0%
O=C(COC(=O)CCc1ccc(S(=O)(=O)N2CCOCC2)cc1)Nc1ncc(C(F)(F)F)cc1Cl | -2.7% | -8.7% | -9.6%
CCC(C)Sc1ccc(-c2nc3cnccn3c2NC2CCCCC2)cc1 (configuration not stated) | ? | 5.0% | -34.2%
Cc1cccnc1NC(=O)c1ccc(Cl)c(S(=O)(=O)N2CCCCCC2)c1 | -14.1% | 4.1% | 9.8%

Rewritten field by field: entries from further up
canonical_smiles: O=S(=O)(c1ccc(Br)cc1)c1nc(-c2ccccc2)oc1N1CCOCC1
- DT40 TDP1 CPT = -29.8%
- N370S GC = 4.1%
- FEN1 inhibitor = -12.2%

canonical_smiles: NC(=O)c1cc([N+](=O)[O-])ccc1NCc1ccc(F)cc1
- DT40 TDP1 CPT = -28.6%
- N370S GC = -8.7%
- FEN1 inhibitor = -21.4%

canonical_smiles: CCC(C)Sc1ccc(-c2nc3cnccn3c2NC2CCCCC2)cc1 (configuration not stated)
- DT40 TDP1 CPT = ?
- N370S GC = 5.0%
- FEN1 inhibitor = -34.2%

canonical_smiles: Cc1ccc(CN2c3ccccc3-c3nc(SCC(=O)NCc4ccccc4)ncc3S2(=O)=O)cc1
- DT40 TDP1 CPT = -18.0%
- N370S GC = nt
- FEN1 inhibitor = 19.1%

Next records:
SMILES | DT40 TDP1 CPT | N370S GC | FEN1 inhibitor
Cc1cc(OCCNCCO)cc(C)c1Cl | -23.0% | -11.0% | 0.7%
O=C(COc1nsnc1N1CCOCC1)Nc1ccccc1Cl | -3.0% | -7.0% | -5.6%
O=C1CCOc2cc(OCc3ccccc3)ccc21 | 6.9% | 29.1% | -1.7%
O=C(N/N=C/c1ccsc1)c1c[nH]c2ccccc12 | -14.6% | 27.5% | -0.5%
COc1ccc(-c2noc(N3CCC(C(=O)N4CCN(c5cccc(OC)c5)CC4)CC3)n2)cc1 | 6.51µM* | nt | -20.8%
O=C(COC(=O)c1ccco1)Nc1nc2ccccc2s1 | 1.0% | -2.9% | 3.0%
COc1ccc(S(=O)(=O)N2CCC(c3nnc(-c4ccccc4C)o3)CC2)c(OC)c1 | 8.2µM* | nt | 6.5%
CC(C(=O)N1CCCc2c1c(=O)oc1ccc(O)cc21)N1CCc2ccccc2C1 (configuration not stated) | ? | -0.7% | -1.0%
CCC(NC(C)C)C(O)c1ccc(O)c(O)c1 (configuration not stated) | ? | -7.6%&-2.6% | ?
COc1cc(S(=O)(=O)N2CCCCC2)ccc1NC(=O)Cc1ccccc1 | ? | 10.5% | 4.6%
O=C(Nc1cccc(F)c1)N1CC[C@@]2(CCCN(C(=O)c3cnccn3)C2)C1 | -2.2% | -3.0% | nt
O=C(Nc1nnc(CC2=CCCCC2)s1)c1cccs1 | -12.5% | ? | -4.0%
CSCc1ccc(C(=O)NCCSc2ccc(Br)cc2)cc1 | ? | -4.1% | -9.3%
Cn1c(Cn2nnc3ccccc32)nnc1SCC(=O)Nc1nccs1 | -96.1% | -17.5% | -2.3%
CCc1ccc(-c2nc(CS(=O)CC(=O)NCCN3CCCCCC3)c(C)o2)cc1 (configuration not stated) | ? | -2.5% | 4.2%
O=C(NCCC1=CCCCC1)c1ccc2c(c1)N(Cc1ccccc1)C(=O)CS2 | ? | 2.0% | -20.6%
Cn1cccc1C(=O)OCC(=O)Nc1cccc(S(=O)(=O)N2CCOCC2)c1 | -6.1% | 8.9% | -6.3%
CCCCCn1c(N)c(-c2nc3ccccc3s2)c2c([N+](=O)[O-])nn(CC)c(=O)c21 | ? | -2.1% | -4.1%
CCOc1cc(/C=C2\SC(=S)N(NS(=O)(=O)c3ccccc3)C2=O)ccc1O | -5.9% | -6.7% | -23.9%
O=C(c1cccs1)N1CCN(CCCc2ccccc2)CC1 | -12.1% | 1.6% | 2.6%
Cc1cc(NC(=O)c2c(C)noc2C)no1 | 2.8% | -2.8% | 4.3%
N#C/C(=C\c1cc(O)c(O)c(O)c1)C(N)=O | ? | -21.8% | ?
COc1ccc2c(c1)CCC2=O | 12.0% | nt | -18.0%
COc1cccc(CNC(=O)c2oc3c(c2C)-c2nn(Cc4cccc(Cl)c4)cc2CC3)c1OC | 16.4µM* | nt | -1.2%
CC1CCN(C(=O)C2c3ccccc3C(=O)N3CCc4ccccc4C23)CC1 (configuration not stated) | ? | 5.8% | -5.4%
CCN(C(=O)COC(=O)c1sccc1C)c1c(N)n(Cc2ccccc2)c(=O)[nH]c1=O | -1.4% | -7.3% | 0.2%
CC1=C(C(=O)OC(C)C)C(C2CC=CCC2)NC(=O)N1 (configuration not stated) | -15.8% | 6.2% | 17.5%
Cc1ccc(C(C)C)c(OCC(=O)NCC(c2cccs2)N2CCOCC2)c1 (configuration not stated) | 25.9µM* | -3.0% | -0.4%
O=C(Nc1ccccc1N1CCCC1)c1ccccc1Cl | 10.6% | -6.0% | 21.3%
CCOC(=O)c1ccc(N2C(=O)c3n[nH]c(C)c3C2c2ccccn2)cc1 (configuration not stated) | -24.8% | -28.8% | -20.0%
C[C@H](NC(=O)CCCn1nnc2ccccc2c1=O)C(=O)O | -12.1% | -0.3% | -2.1%
Cc1cccc(C(=O)NCC(=O)N2CCCC2)c1 | -0.2% | -29.4% | 10.0%
Cc1ccc(-n2c(NN)nc3ccccc3c2=O)c(C)c1 | ? | 3.8% | -11.4%
COC(=O)[C@@H](Cc1c[nH]c2ccccc12)NC(=O)C1CCCN(S(=O)(=O)c2ccc(C)cc2)C1 (some centres not stated) | -15.1% | -15.3% | 3.2%
Cc1ccc(-c2noc(CCCC(=O)NC3CCCCC3)n2)cc1 | ? | -6.2% | -1.3%
Cc1oc2ncnc(N3CCOCC3)c2c1C(=O)NCc1ccc(Cl)cc1 | 0.1% | nt | 18.2%
O=C(c1cccc(F)c1)N1CCC2(CCCN(c3ccccc3)C2)CC1 | -1.3% | 1.9% | nt
CN(C)CCCN(C(=O)c1ccc(C(=O)c2ccccc2)cc1)c1nc2cc3c(cc2s1)OCO3 | 16.4µM* | ? | 0.1%
COc1ccc(OC)c(NC(=O)CN(Cc2ccccc2)S(C)(=O)=O)c1 | -1.9% | 1.0% | 11.1%
CCc1ccc(/C=C/c2c([N+](=O)[O-])c(=O)n(C)c(=O)n2C)cc1 | ? | -1.8% | 1.0%
O=C1CC(c2cccc(O)c2)c2c(nc(SCc3ccccc3F)[nH]c2=O)N1 (configuration not stated) | -12.1% | nt | 2.8%
O=C(CNS(=O)(=O)c1ccccc1Br)OCC(=O)N1CCc2ccccc21 | -1.1% | -1.9% | -7.7%
CCC(=O)N1CCc2cc(S(=O)(=O)Nc3ccccc3C)ccc21 | -25.1% | -0.3% | -17.3%
CC1CCN(CCCn2c(=S)[nH]c3ccc(N4CCOCC4)cc3c2=O)CC1 | ? | -8.8% | -6.0%
CCCCOC(=O)Nc1ccc(S(=O)(=O)Nc2ccc([N+](=O)[O-])cc2)cc1 | -7.4% | 3.9% | 10.2%
COc1ccc(NC(=O)CSc2ccc3c4c(cccc24)C(=O)c2ccccc2-3)cc1 | ? | 8.2% | -2.8%
CCOc1ccc(-c2cc(C(=O)OC)nc3c2c(=O)n(C)c(=O)n3C)cc1 | 2.0% | 10.7% | -10.7%
C=C1C=C(C(F)F)n2ncc(C(=O)NCCc3ccc(Cl)cc3)c2N1 | 12.6µM* | nt | 3.4%
CCc1ccc(C2c3c(-c4ccccc4O)n[nH]c3C(=O)N2Cc2cccnc2)cc1 (configuration not stated) | 16.4µM* | nt | -5.1%
CC(C)Cn1cnc2c(SCc3ccc(Cl)cc3)nc(N)nc21 | ? | nt | -0.3%
Cc1cccc(C)c1Nc1c(-c2ccccn2)nc2ccccn12 | 6.51µM* | -17.7% | 7.4%
O=C(Nc1ccccc1C(=O)Nc1ccncc1)c1ccccc1 | -23.5% | 2.4% | 4.3%
Cc1ccc(NC(=O)CN2CCC(C(=O)c3ccc4c(c3)OCCO4)CC2)cc1 | ? | nt | -22.6%
CC(C)(C)c1ccc(S(=O)(=O)c2cnc(SCC(=O)Nc3ccc4c(c3)OCCO4)[nH]c2=O)cc1 | -1.6% | nt | -6.1%
COc1cc(CCC(=O)NNC(=O)c2ccc(Cl)cc2)cc(OC)c1OC | 6.7% | -9.8% | 14.1%
CCC(C)(C)n1nnnc1C(C(C)C)N1CCSCC1 (configuration not stated) | -4.1% | 1.4% | 15.6%
C[C@H](NC(=O)OC(C)(C)C)c1nnc(SCC(N)=O)o1 | 1.6% | ? | -1.5%
Cc1ccc(NS(=O)(=O)c2ccccc2[N+](=O)[O-])cc1C | ? | -5.5% | 1.9%
Cc1ccc(Sc2nc(-c3ccccc3)ccc2C#N)cc1 | -29.3% | 5.7% | -0.4%
CC(C)(C)c1nnc(NC(=O)c2ccc3c(c2)OCO3)s1 | ? | -3.0% | -8.6%
Carrying on:
SMILES | DT40 TDP1 CPT | N370S GC | FEN1 inhibitor
CCOc1ccccc1C(=O)NCC(=O)OCCOc1cccc(Cl)c1 | -4.2% | 5.8% | -17.0%
CCC(CC)C(=O)c1c[nH]c(C(=O)N2CCN(c3ccc(OC)cc3)CC2)c1 | -19.7% | -3.8% | 14.7%
O=C(NCc1ccco1)C(c1cccs1)N(C(=O)C1COc2ccccc2O1)c1cccc(O)c1 (configuration not stated) | 23.1µM* | 14.4% | 3.1%
CN(Cc1c(C(=O)N/N=C/c2cccs2)nnn1-c1nonc1N)c1ccccc1 | 15.6% | -1.6% | -19.6%
COc1cccc(N2C(=O)[C@H]3C(C(=O)c4cnccn4)=NN[C@H]3C2=O)c1 | ? | -3.1% | 8.0%
COc1cccc(NC(=O)CC2(CC(=O)O)CCCC2)c1 | -4.6% | 2.4% | 8.9%
O=C(O)CCCC(=O)NCc1c(Cl)cccc1Sc1ccc(Cl)cc1 | 3.9% | 5.1% | 3.3%
COc1ccc(OC)c(NC(=O)c2oc3c(c2C)-c2nn(Cc4ccc(Cl)cc4)cc2CC3)c1 | ? | nt | 11.1%
CC1CCN(S(=O)(=O)c2cccc(C(=O)NC3CCCCC3)c2)CC1 | -20.2% | 2.0% | -3.8%
CCOC(=O)C1=C(C)NC(=O)NC1c1ccc(N(C)C)cc1 (configuration not stated) | -2.1% | 2.2% | -3.9%
COC(=O)N1CCC2(CCN(Cc3nccs3)CC2)CC1 | -6.7% | -3.5% | nt
O=C(Cc1ccc(Cl)cc1)NC1CCCN(Cc2ccccc2F)C1 (configuration not stated) | -15.8% | -11.5% | 22.9%
CCOc1cc(C(=O)NC(C)COC)cc(OCC)c1OCC (configuration not stated) | 3.5% | 4.7% | -3.4%
Cc1nn(CC(=O)NC(C)c2ccccc2)c(C)c1[N+](=O)[O-] (configuration not stated) | -20.4% | -17.7% | 9.6%
Cc1c(C)n(C(=O)CSc2nc3ccccc3[nH]2)c2ccccc12 | -19.5% | 4.8% | -9.4%
C=CC[C@@H](CC(=O)OC(C)(C)C)C(=O)OC[C@H]1CCCN1C(=O)[C@@H](CC=C)CC(=O)N[C@H](CO)Cc1ccccc1 | ? | nt | -9.5%
O=C(O)C1C2CCC(O2)C1C(=O)Nc1cccc(Cl)c1 (configuration not stated) | 4.8% | -0.8% | -5.4%
O=C1C=C(c2ccccc2)CC(c2ccc(F)cc2)C1 (configuration not stated) | ? | nt | -12.7%
COc1ccc(/C=C2/C(=O)N(c3c(F)c(F)c(F)c(F)c3F)N=C2C)cc1 | ? | 11.8% | -34.6%
O=S(=O)(Nc1ccc(-n2cnnn2)cc1)c1ccc(F)c(F)c1F | -16.9% | -4.4% | -10.7%
O=C(O)C1C2CC2CN1C(=O)c1ccc(Cl)cc1Cl (configuration not stated) | 6.3% | 6.4% | -0.6%

High-throughput results: PubChem BioAssay, National Center for Advancing Translational Sciences (NCATS)

A portion of the library, so the mix of outcomes need not match the whole.
